FEN1 inh – blocks human flap endonuclease 1 | P39748 | Recombinant FEN1 flap cleavage, fluorescence, 15 min | Potency, µM (series often up to 114 µM), inactives show at the highest dose activity change, negative = inhibition, most hits filed as inhibitors | actives 0.35% (n = 390,000) | AID 588795; also: nearly all actives have a fitted effect of over 65% in size
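Quantitative HTS format: each compound was titrated, incubated with 10 nM nuclease for 15 min at room temperature, then challenged with flap substrate at 50 nM final. Signal change over 15 min gave concentration–effect curves.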
N370S GC mod – inhibitors or activators of N370S glucocerebrosidase for Gaucher disease; N370S GC spleen homogenate, 4MU-glucoside fluorescence; AID 2101; actives 0.092% (n = 330,000); P04062; Potency, µM (top dose mostly 59.4 µM), without a hit: at the highest dose activity change, negative = inhibition, most hits filed as inhibitors;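 also: 0% = full enzyme activity and -100% = no enzyme basal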
GCN5L2 inh – blocks human GCN5L2 histone acetyltransferase | Q92830 | AID 504327 | actives 0.21% (n = 390,000) | GCN5L2 HAT assay, ThioGlo1 CoA-SH fluorescence | Potency, µM (top dose mostly 58.9 µM), without a hit: at the highest dose activity change, negative = inhibition, most hits filed as inhibitors
Target sequence (Q92830 whole entry, looked up): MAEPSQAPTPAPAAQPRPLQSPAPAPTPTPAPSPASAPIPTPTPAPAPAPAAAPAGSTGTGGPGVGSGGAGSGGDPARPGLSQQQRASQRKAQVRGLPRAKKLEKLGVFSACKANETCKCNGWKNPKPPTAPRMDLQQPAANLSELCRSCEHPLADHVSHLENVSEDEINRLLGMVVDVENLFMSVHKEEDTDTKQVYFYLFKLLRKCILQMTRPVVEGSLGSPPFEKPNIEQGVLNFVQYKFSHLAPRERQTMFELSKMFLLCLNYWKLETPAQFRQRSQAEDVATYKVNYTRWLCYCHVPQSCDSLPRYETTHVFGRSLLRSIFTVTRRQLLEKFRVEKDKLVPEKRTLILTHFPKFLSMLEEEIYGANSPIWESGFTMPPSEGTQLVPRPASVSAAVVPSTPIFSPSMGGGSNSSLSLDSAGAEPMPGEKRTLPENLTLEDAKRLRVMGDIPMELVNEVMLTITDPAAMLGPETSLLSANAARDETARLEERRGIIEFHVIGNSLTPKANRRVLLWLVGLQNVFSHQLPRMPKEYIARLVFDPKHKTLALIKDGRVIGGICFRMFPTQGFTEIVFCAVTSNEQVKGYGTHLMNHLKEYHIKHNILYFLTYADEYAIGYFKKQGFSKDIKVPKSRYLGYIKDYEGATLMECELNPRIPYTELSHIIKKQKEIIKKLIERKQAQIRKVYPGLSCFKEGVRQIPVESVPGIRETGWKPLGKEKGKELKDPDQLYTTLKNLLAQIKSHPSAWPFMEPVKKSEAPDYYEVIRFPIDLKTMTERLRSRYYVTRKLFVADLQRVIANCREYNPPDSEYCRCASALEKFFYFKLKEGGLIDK
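Free CoA generated was detected with ThioGlo1 (50uM) fluorescence at Ex340nm/Em540nm, read immediately and after 20 min at room temperature. Enzyme, 20 nM in HEPES pH 7.5 buffer, saw compounds 15 min before adding 75uM H3(1-25) peptide and 70uM acetyl-CoA.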
Numbers without * were called inactive; ? = inconclusive; / = not tested or not shown; & = joins results of further samples. Calls follow the shape of the dose curve; as a rule, active = well fitted curve in the direction sought with a large enough effect; inconclusive = small, poorly fitted or top-dose-only effect, or another doubt; inactive = no such curve, though single readings can be large; an effect the other way counts as inactive or inconclusive. Unless noted, % is scaled to controls: 0 for no effect and ±100 for the full control effect; potency is read from the fitted curve at half-maximal effect.

SMILES	FEN1 inh	N370S GC mod	GCN5L2 inh
O=C(CC1CCCC1)Nc1ccc(Br)cc1	-12%	-1%	-6%
O=C(CSC1=NCCS1)c1ccc(Cl)cc1	-2%	14%	-24%
O=C(O)c1cccc(NC(=O)C2CC(=O)N(Cc3ccccc3)C2)c1 (stereo not drawn)	7%	4%	1%
Cc1nc(N2CCCCC2C)c2c(C)c(C(=O)Nc3ccccc3C(F)(F)F)sc2n1 (stereo not drawn)	-3%	?	-7%
c1ccc2sc(Sc3ncnc4sccc34)nc2c1	0%	17%	-4%
CC(C)(C)NC(=O)c1cnn2c(C(F)F)cc(-c3ccccc3)nc12	-6%	/	-4%
CCCCNC(=O)CC(=O)Nc1ccccc1C(=O)O	5%	0%	2%
CCOc1ccc(N2CC(c3nc4ccccc4n3CCCOc3ccccc3)CC2=O)cc1 (stereo not drawn)	6%	/	-15%
CC1(c2nnc(-c3ccccc3)o2)CC(c2cccnc2)=NO1 (stereo not drawn)	-15%	6%	23%
CCC(C)(CCNC(=O)Cc1ccccc1)c1ccccc1OC (stereo not drawn)	-11%	-11%	1%
COCCNC(=O)Cn1c(=O)n(Cc2ccc(C(=O)NCCc3ccc(OC)c(OC)c3)cc2)c(=O)c2ccccc21	14%&-6%	3%	-4%&-7%
Cc1ccc(CN2C(=O)c3ccccc3C2C(=O)NCc2cccnc2)cc1 (stereo not drawn)	2%	-4%	-8%
Cn1nc(-c2ccccc2)c(CO)c1Sc1ccccc1	-9%	6%	-2%
CC1CCCCC1NC(=O)Cn1c(CN2CCCCC2)nc2ccccc2c1=O (stereo not drawn)	-8%	?	-9%
Cc1c(NC(=O)CN2CCN(c3ccc([N+](=O)[O-])cc3)CC2)c(=O)n(-c2ccccc2)n1C	-2%	-12%	-6%
CCN(C(=O)CSc1ccc2ccccc2n1)C1CCCCC1	-3%	/	-9%
CN1CCN(c2ccc(NC(=O)c3ccc(C(F)(F)F)cc3)cn2)CC1	0%	12%	-9%
CC(C(=O)Nc1ccc(F)c(F)c1F)N(C)CC(=O)Nc1ccccc1Br (stereo not drawn)	-17%	3%	-13%
CC(=O)c1ccc(NC(=O)Cn2ncc3c(C)n(Cc4ccc(F)cc4)c(C)c3c2=O)cc1	-16%	/	-12%
O=C(NN1C(=O)c2ccccc2C1=O)c1ccc2c(c1)C(=O)N(CC1CCCO1)C2=O (stereo not drawn)	8%	13%	-19%
O=C(O)COc1ccc2ccccc2c1	/	0%	-3%
CCOc1cccc(-c2cc(-c3n[nH]c(=S)n3CC)c3ccccc3n2)c1	-18%	-5%	-10%
O=C(NCc1cccc(C(F)(F)F)c1)C1CCN(c2ncccn2)CC1	0%	3%	-1%
O=C(N/C(=C\c1ccc([N+](=O)[O-])cc1)C(=O)N1CCOCC1)c1cccc(Br)c1	-14%	1%	-27%
O=C(O)c1cccc2c1C(=O)c1ccc(-c3ccc(F)cc3F)cc1S2(=O)=O	-17%	/	-16%
More records
SMILES	FEN1 inh	N370S GC mod	GCN5L2 inh
CCCCN(C(=O)c1ccc(-c2ccc([N+](=O)[O-])cc2)o1)c1c(N)n(CCCC)c(=O)[nH]c1=O	9%	-10%	?
COc1ccccc1CNC(=O)c1ccc(N2CCCC2)c(NC(=O)NCc2ccccc2)c1	23%	/	16%
Cc1cccc(N2C(=O)C(Oc3ccc(Cl)cc3Cl)C2C(=O)O)c1C (stereo not drawn)	-10%	11%	2%
CC(=O)Nc1ccc(S(=O)(=O)NCC(=O)NNC(=O)COc2c(C)cccc2C)cc1	-10%	/	-1%
CC(C)C(OC(=O)c1cccs1)C(=O)NCc1ccccc1 (stereo not drawn)	-15%	-20%	1%
COc1cccc(C(CNC(=O)C(c2ccccc2)c2ccccc2)N(C)C)c1 (stereo not drawn)	0%	-16%	-1%
Cc1cccnc1NC(=O)Cn1nc([N+](=O)[O-])cc1C	3%	4%	-1%
Cc1ccc(NC(=S)Nc2ccc3[nH]c(=O)[nH]c3c2)cc1C	1%	-2%	-1%
CCN(CC)Cc1cc(C(C)=O)ccc1O	3%	23%	0%
C/C(Cl)=C/Cn1c(SCc2ccc(Cl)cc2)nc2c1c(=O)[nH]c(=O)n2C	0%	3%	1%
Cc1cccc(-n2c(=O)c3c(C)c(C)sc3n(CC(N)=O)c2=O)c1	-1%	5%	-4%
COC(=O)N1C(=O)[C@@](c2ccc(OC)cc2)(C(C)C)N1C(=O)OC	7%	-6%	-6%
O=C(CNC(=O)c1cccc([N+](=O)[O-])c1)OCCCC(=O)c1ccc(F)cc1	14%	/	0%
CCCOc1ccc(/C(O)=C2/C(=O)C(=O)N(CCN(C)C)C2c2ccco2)cc1 (stereo not drawn)	-2%	-9%	-19%
COc1ccc2c(C)nc(N/C(N)=N/S(=O)(=O)c3ccc(C)cc3)nc2c1	2%	6%	-6%
Cc1ccc(S(=O)(=O)N2CCCCC2)cc1C(=O)NCCN1CCOCC1	18%	/	-15%
Cc1cc2cc(C)c(NCCNC(=O)c3ccccc3Cl)nc2cc1C	?	10%	1%
Cc1cc(C)cc(C(=O)O/N=C(\N)c2ccc(Br)cc2)c1	-1%	-20%	4%
Cc1nc2ccc(CCO)cc2s1	-4%	3%	-3%
CCc1ccc2nc(NC(=O)C3CSC4(C)CCC(=O)N34)sc2c1 (stereo not drawn)	6%	-4%	-4%
O=[N+]([O-])c1ccc2c(c1)/C(=N\O)c1ccccc1-2	-4%	5%	-7%
CCCc1[nH]n(-c2nc3ccccc3s2)c(=O)c1C=NCC1CCCO1 (stereo not drawn)	-1%	-2%	-15%
Cc1c2cnn(-c3ccccc3)c(=O)c2c(C)n1CC(=O)NCCc1ccc(Cl)cc1	-1%	/	0%
COc1ccc(C)cc1NC(=O)CN1C(=O)C2CC=CCC2C1=O (stereo not drawn)	1%	/	3%
COC(=O)N/N=C/c1ccc(OS(=O)(=O)c2ccc(C)cc2)c(OC)c1	-3%	9%	-13%
(next part)
SMILES	FEN1 inh	N370S GC mod	GCN5L2 inh
CC(CN1CCCCC1)OC(=O)c1ccc(Cl)cc1Cl (stereo not drawn)	-4%	-1%	1%
CC(Oc1ccccc1)C(=O)N1CCN=C1SCc1cccc(F)c1 (stereo not drawn)	10%	17%	0%
CCOC(=O)c1c(C)[nH]c(C)c1S(=O)(=O)N(C)CC(=O)N1CCN(c2ccc(OC)cc2)CC1	-15%	-13%	-8%
COc1ccc(S(=O)(=O)NCCCN2CCOCC2)c2ccccc12	-7%	14%	-6%
COc1ccc(CCN2CC(C(=O)Nc3ccc(S(C)(=O)=O)cc3)CC2=O)cc1OC (stereo not drawn)	-10%	-7%	-5%
CN(Cc1ccccc1)C(=O)c1cccc(C(=O)N(C)Cc2ccccc2)c1	-10%	0%	0%
Cc1cc(C)n(CC(=O)NCc2ccccc2)c(=O)c1C#N	-8%	-2%	-3%
Cc1cc2cc(CCNC(=O)c3c(-c4ccccc4Cl)noc3C)c(=O)[nH]c2cc1C	/	4%	-4%
CCNC(=O)Nc1ccc(-n2nc(C)c(C(=O)OCC)c2C)nc1	-1%	-4%	-18%
O=C(CCn1ccc2cc(S(=O)(=O)N3CCCC3)ccc21)NCc1ccccc1Cl	-30%	/	-5%
CCC(=O)Nc1ccc(-c2nc3ncccc3o2)cc1C	-5%	/	-1%
COc1cc(-c2oc3cc(O)cc(O)c3c(=O)c2OC[C@@H]2OC(O[C@@H]3O[C@@H](C)[C@H](O)[C@@H](O)[C@H]3O)[C@@H](O)[C@H](O)[C@@H]2O)ccc1O (stereo partly drawn)	/	-10%	0%
CCN1C(=O)S/C(=C/c2ccsc2)C1=O	2%	9%	-1%
CCOC(=O)C1CCCN(c2c(NCCc3ccc(S(N)(=O)=O)cc3)c(=O)c2=O)C1 (stereo not drawn)	2%	-5%	-4%
O=C(COC(=O)c1nc(Cl)c(Cl)c(Cl)c1Cl)NCc1ccccc1	11%	/	-13%
CC(NC(=O)C1CCCN(S(=O)(=O)c2cccs2)C1)c1ccccc1 (stereo not drawn)	0%	-3%	2%
CCc1ccc(C(=O)c2oc3nc(C)cc(C)c3c2N)cc1	?	19%	-25%
CC(C)Oc1ccc(S(=O)(=O)N2CCCCC2)cc1NC(=O)CN1C(=O)NC(C)(c2ccccc2)C1=O (stereo not drawn)	-4%	-11%	-3%
CC(C)S(=O)(=O)c1csc(C(=O)NN)c1-n1cccc1	-1%	2%	-3%
Cc1ccc(NC(=O)C2CCN(S(=O)(=O)c3c(C)n[nH]c3C)CC2)c(C)c1	-4%	-18%	-2%
COCCCNC(=O)CCc1c(C)c2cc3c(C)coc3cc2oc1=O	-3%	3%	-3%
Cc1cc(Br)ccc1NC(=O)CN(C)C(=O)c1cc([N+](=O)[O-])ccc1N1CCOCC1	1%	-16%	-10%
CNC(=O)c1nnn(Cc2ccccc2)c1NC(C)=O	4%	2%	-1%
Cc1ccc(NC(=O)C(Cc2ccccc2)N2Cc3ccccc3C2=O)cc1Cl (stereo not drawn)	2%	/	-7%
O=C(CS(=O)CC(=O)Nc1cnc2ccccc2c1)Nc1ccc(Cl)cc1 (stereo not drawn)	5%	-13%	-12%
Carrying on:
SMILES	FEN1 inh	N370S GC mod	GCN5L2 inh
CCOC(=O)C(=CNc1cc(C)nn1-c1ccc(C)cc1)C(=O)OCC	-2%	-18%	-1%
O=C(O)C1CCCN1S(=O)(=O)c1cc(Cl)ccc1Cl (stereo not drawn)	-2%	-7%	-1%
COc1ccccc1-c1ccc(/C=C2\C=CC(=O)O2)o1	?	-6%	-28%
O=C(Cc1csc(Nc2nc(=S)[nH]c3ccccc23)n1)NCc1ccc(Cl)cc1	4%	3%	-7%
CCN(CC)CCCNC(=O)CCc1c(C)nc2c(c1C)c(=O)n(C)c(=O)n2C	-3%	/	-12%
CC(C(=O)Nc1ccccc1F)N1CCN(S(=O)(=O)c2ccc(C(F)(F)F)cc2)CC1 (stereo not drawn)	-16%	-4%	-12%
O=C(C1CC(=O)N(c2ccc(F)cc2)C1)N1CCC(c2nc3ccccc3[nH]2)CC1 (stereo not drawn)	3%	5%	-9%
CC1(C)COC(c2cccn2Cc2ccccc2Cl)=N1	-4%	10%	-11%
Oc1ccc(Br)cc1/C=N/n1c(C2CCCCC2)n[nH]c1=S	-6%	8%	-29%
CC1CCN(C(=O)COC(=O)/C=C/c2ccc([N+](=O)[O-])cc2)CC1	3%	/	3%
O=C(Nc1cccc(NC(=O)c2cccs2)c1)c1ccc(Br)cc1	-17%	-4%	-13%
Cc1ccc2cc(C#N)c(NCc3ccccc3)nc2c1	-1%	-4%	-4%
CCCSCCCNC(=O)CN1C(=O)COc2ccc(S(=O)(=O)N3CCC(C)CC3)cc21	14%	/	1%
O=C(O)C1CCCCC1C(=O)Nc1ccc(F)cc1F (stereo not drawn)	-17%	-3%	2%
C=CCOc1ccc(/C=C2\SC(=S)N(NS(=O)(=O)c3ccc(C)cc3)C2=O)cc1	-20%	-8%	?
CCC(CC)C(=O)c1c[nH]c(C(=O)O)c1	3%	7%	-3%
COc1ccc(NC(=S)Nc2ncccc2C)cc1OC	-10%	-9%	-3%
COc1cc2c(cc1OC)-c1cc(OCc3cccnc3)nc(=O)n1CC2	2%	-1%	?
COc1ccc(Cc2nnc(SCC(=O)N3CCc4ccccc4C3)o2)cc1	-2%	-6%	-4%
CC(C)(C)c1ccc(C(=O)NCC(=O)NCc2ccccn2)cc1	-5%	/	0%
CN1CCN(c2ncc3nc(-c4cccs4)c(=O)n(C[C@H]4CCCO4)c3n2)CC1	/	-9%	?
CC(C)Oc1nc(-c2ccccc2Cl)nc2ccccc12	11%	7%	1%
